# ATG4B inh – blocks human ATG4B protease cleavage of LC3 substrate. Q9Y4P1. ATG4B cleavage of LC3-PLA2, NBD-HPC fluorescence, 1 h. inhibition, % at 8.33 µM. 340,000 compounds, 0.51% hits. AID 504462; in the data active = inhibition above about 40%
# GRIN3A LBD mod – modulators (binders) of human NR3A ligand-binding domain. NR3A LBD differential scanning fluorimetry, Tm shift; 0% = protein alone, 100% = glycine-bound protein. Tm shift relative to glycine control, % at 25 µM. 340,000 compounds, 2.5% hits. AID 1259313;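 active = melting temperature shift of at least 10% of the positive control shift, at one fixed dose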
# HKDC1 inhibitor – HKDC1 (human) hexokinase inhibition; Q2TB90; recombinant HKDC1, G6PDH/diaphorase resazurin coupled fluorescence; inhibition, % at 20 µM; 340,000 compounds, 0.16% hits;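 active = inhibition above about 35% when tested at 20 µM, limit read from the data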;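 note: plate controls were DMSO wells with enzyme for no effect and DMSO wells lacking enzyme for full effect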
# Target sequence (Q2TB90 whole entry, looked up): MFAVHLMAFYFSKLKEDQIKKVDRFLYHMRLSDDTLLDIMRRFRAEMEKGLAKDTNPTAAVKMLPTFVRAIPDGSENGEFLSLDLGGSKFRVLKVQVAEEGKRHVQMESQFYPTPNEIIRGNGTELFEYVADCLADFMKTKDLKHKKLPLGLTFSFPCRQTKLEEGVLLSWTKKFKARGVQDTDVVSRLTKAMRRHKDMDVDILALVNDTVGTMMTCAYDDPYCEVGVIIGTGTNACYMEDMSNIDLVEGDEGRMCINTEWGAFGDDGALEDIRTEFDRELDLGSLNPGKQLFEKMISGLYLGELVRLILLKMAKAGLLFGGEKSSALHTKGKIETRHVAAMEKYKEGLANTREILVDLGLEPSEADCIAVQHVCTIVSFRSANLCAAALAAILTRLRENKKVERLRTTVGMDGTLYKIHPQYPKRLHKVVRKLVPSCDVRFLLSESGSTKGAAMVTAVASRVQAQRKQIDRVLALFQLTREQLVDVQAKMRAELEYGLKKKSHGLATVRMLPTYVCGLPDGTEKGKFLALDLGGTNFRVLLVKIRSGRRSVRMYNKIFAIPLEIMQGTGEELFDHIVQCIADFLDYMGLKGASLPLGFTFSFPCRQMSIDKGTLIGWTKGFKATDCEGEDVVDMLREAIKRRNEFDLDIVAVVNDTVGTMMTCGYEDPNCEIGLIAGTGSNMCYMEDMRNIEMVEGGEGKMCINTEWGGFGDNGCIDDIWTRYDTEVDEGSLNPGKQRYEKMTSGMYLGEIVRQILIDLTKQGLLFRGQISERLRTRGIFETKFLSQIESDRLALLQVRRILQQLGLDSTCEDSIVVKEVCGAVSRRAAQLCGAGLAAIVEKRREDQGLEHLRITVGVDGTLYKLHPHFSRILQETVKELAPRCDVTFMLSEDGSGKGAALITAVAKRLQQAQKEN
#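 Test system: recombinant HKDC1 (HK5) hexokinase enzyme, produced in-house; Amount: enzyme 5 µg/mL final; Buffer or medium: Tris pH 8.0 buffer with MgCl2, Tween-20, BSA, BME; Reagent: glucose and ATP substrates; Doses: 20 µM test compound, 1% DMSO; Incubation: 90 min reaction incubation at room temperature, dark; Detection: resorufin fluorescence at 613 nm.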
# SENP7 block – inhibitors of human SENP7 protease; Q9BQF6; recombinant SENP7, Z-RLRGG-aminoluciferin luminescence, 40 min; inhibition, % at 5 µM; 330,000 compounds, 1.5% hits; AID 434973;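 active = inhibition above about 50% at the single test dose, limit read from the data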;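 note: plate controls were DMSO with enzyme for no effect and no enzyme buffer wells for full effect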
# PfGluPho inh – PfG6PD (Plasmodium falciparum) enzyme inhibition | inhibition, % at 20 µM | 350,000 compounds, 0.78% hits | AID 504690 | PfGluPho enzyme, NADPH resazurin-diaphorase fluorescence;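 active = inhibition reaching at least a set limit at 20 µM in the primary screen, cut at about 59% in these data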;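 note: 0% = DMSO wells with substrate and 100% = DMSO wells lacking glucose-6-phosphate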
# SENP6 inh – inhibitors of human SENP6 protease; Q9GZR1; Recombinant SENP6 catalytic domain, aminoluciferin luminescence; 330,000 compounds, 1.8% hits; inhibition, % at 10 µM;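 active = inhibition above about 50% at the single tested dose, limit read from the data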;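 note: plate controls were DMSO wells with enzyme for no effect and DMSO wells lacking enzyme for full effect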
# MPTP block – blocks calcium-induced mitochondrial swelling. isolated mouse mitochondria, Ca2+ swelling absorbance, 30 min. inhibition, % at 10 µM. 360,000 compounds, 1.4% hits;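 active = inhibition of 50% or more, scaled per plate between neutral and stimulator controls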;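 note: 0% = DMSO wells given calcium and 100% = 1 mM EGTA wells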
# SENP8 block – inhibitors of human SENP8 protease | Q96LD8 | recombinant SENP8, Nedd8 substrate fluorescence | inhibition, % at 20 µM | 360,000 compounds, 0.64% hits; in the data active = inhibition mostly above about 40%, no sharp cut-off; inactive = mostly below about 27%
# Active calls of the source: *; · = no result given.
structure	ATG4B inh	GRIN3A LBD mod	HKDC1 inhibitor	SENP7 block	PfGluPho inh	SENP6 inh	MPTP block	SENP8 block
CN(C)CCCNC(=O)C[C@H]1C[C@H](C(=O)N2CCOCC2)[C@@]2(C)c3[nH]c4cc(CCC(=O)N(C)C)ccc4c3CCN2C1=O	0	3	-1	-6	-8	·	0.6	15
COc1cccc(OCCNC(=O)c2cccc(OC)c2)c1	-2	0	-8	-4	-8	-5	-9.9	10
CCOC(=O)C1CCCN(C(=O)Cn2ncc3c([nH]c4ccc(C)cc43)c2=O)C1 (centres undefined)	-3	0	2	7	-9	5	-0.9	-68
C=CCN(CC(=O)NC1CC1)S(=O)(=O)c1cccc(C(F)(F)F)c1	0	-1	2	-4	-14	-8	-0.3	3
O=c1ccc2ccc(O)cc2o1	0	2	1	·	4	·	-0.8	-189
Cc1ccc2nc(SCC(=O)Nc3ccc(C)c(Cl)c3)nc(=O)n2c1	-1	0	0	-9	4	-25	0.4	-69
CCN1C(=O)c2cccc3c(NC(=O)C(C)(C)C)ccc1c23	-9	1	1	15	18	-27	-4.9	-15
O=S(=O)(NCCc1ccccc1)c1cccc2nsnc12	-1	-2	1	-1	-6	-24	-0.3	11
CN(CC(=O)Nc1ccc(N2CCOCC2)cc1)CC(=O)Nc1ccccc1C#N	-11	8	-7	-4	-1	9	-1.0	23
CCOc1ccc(S(=O)(=O)N2CCC(C(=O)NCc3ccncc3)CC2)cc1Cl	-2	1	-1	4	9	15	-0.3	9
N/C(=N\OC(=O)CCCc1ccccc1)c1ccccc1	3	4	-2	2	5	31	-1.3	4
CS(=O)(=O)N1CCN(c2ccc(C(=O)NC3C4CC5CC(C4)CC3C5)cc2[N+](=O)[O-])CC1 (centres undefined)	-13	-1	1	-10	18	0	-4.4	14

# Two entries picked at random from those above, as already listed:
structure	ATG4B inh	GRIN3A LBD mod	HKDC1 inhibitor	SENP7 block	PfGluPho inh	SENP6 inh	MPTP block	SENP8 block
CN(C)CCCNC(=O)C[C@H]1C[C@H](C(=O)N2CCOCC2)[C@@]2(C)c3[nH]c4cc(CCC(=O)N(C)C)ccc4c3CCN2C1=O	0	3	-1	-6	-8	·	0.6	15
C=CCN(CC(=O)NC1CC1)S(=O)(=O)c1cccc(C(F)(F)F)c1	0	-1	2	-4	-14	-8	-0.3	3

# (list continues)
structure	ATG4B inh	GRIN3A LBD mod	HKDC1 inhibitor	SENP7 block	PfGluPho inh	SENP6 inh	MPTP block	SENP8 block
CCOC(=O)CSc1cc(CSc2ccccc2)nc(-c2ccccc2)n1	-5	-7	0	3	9	-6	-1.4	16
Cc1ccc(NC(=S)N(Cc2ccccc2)Cc2cccs2)c(C)c1	-11	3	-4	5	5	12	-0.9	5
Cc1cc(NC(=O)CSc2nnc(-c3ccc(O)cc3)o2)no1	-13	0	-5	-2	10	11	1.3	-8
CCc1ccc(NC(=O)c2nc(S(=O)(=O)Cc3ccccc3)ncc2Cl)cc1	·	·	·	-11	·	4	-5.4	13
Cc1csc(NC(=O)CSc2nnc(-c3ccoc3C)n2C(C)c2ccccc2)n1 (centres undefined)	-10	0	3	-3	0	-18	1.0	27
CSc1nc(Cc2ccc(Cl)cc2)nc2ccccc12	-4	-7	-3	9	-8	1	3.4	23
CC(=O)OC1C=CCC2C(=O)c3cccc(O)c3C(O)C12 (centres undefined)	-1	0	-1	·	-15	·	0.0	8
Nc1c(S(=O)(=O)O)cc(NC(=O)c2ccccc2)c2c1C(=O)c1ccccc1C2=O	76*	7	26	0	0	27	7.6	31
CCOC(=O)C1CCCN(S(=O)(=O)c2cc(OCC(=O)NC3CCCCC3)c(C)cc2Cl)C1 (centres undefined)	-2	1	-1	6	-12	12	23	2
CCOc1ccc(N2C(=O)CC(SCC(=O)O)C2=O)cc1 (centres undefined)	-8	-1	-12	-1	17	8	-1.0	7
COc1ccc(NC(=S)Nc2cnc3ccccc3c2)c(OC)c1	-6	-1	-7	-1	3	3	2.3	-122
O=C(Cc1ccc([N+](=O)[O-])cc1)N1CCc2ccccc2C1	-1	2	-15	5	-4	-9	3.7	14
Cc1ccc(S(=O)(=O)N2CCOCC2)cc1C(=O)OC1CCOC1=O (centres undefined)	2	0	-2	-1	6	-7	-0.5	15
COc1ccc(CN(C(=O)c2ccco2)c2ccccc2)cc1	19	-1	2	0	-30	-3	-5.4	13
Nc1cc2c(cc1Cl)-c1ccc([N+](=O)[O-])cc1C2=NO	-4	477*	2	·	0	·	-0.8	24
Cc1ccc(N2C(=O)CC(N(CCc3ccccc3)C(=S)Nc3ccc(N(C)C)cc3)C2=O)cc1 (centres undefined)	-17	6	7	7	-4	-10	0.0	32
O=C(c1ccc(O)cc1)c1ccc(C(=O)O)c(C(=O)O)c1	0	-2	-5	-2	-13	-9	-1.1	7
CCN(CC(=O)N1CCc2ccccc2C1)S(=O)(=O)c1ccc2ccccc2c1	46*	1	-2	-4	2	-10	0.0	16
C=CCn1c(SCC(=O)Nc2sccc2C(N)=O)nc2sc(CC)cc2c1=O	-7	0	8	2	9	-8	8.4	6
O=c1[nH]c(Sc2ccc([N+](=O)[O-])cc2[N+](=O)[O-])nc2ccccc12	5	-1	26	12	17	8	13	29
CC1(C)Cc2[nH]c(=S)c(C#N)cc2CO1	0	2	1	1	63*	-9	1.2	-22
Cc1cc(C)c(C)c(S(=O)(=O)NCc2ccc(C(=O)N3CCN(C)CC3)cc2)c1C	0	-2	-3	3	4	1	-0.8	8
Cc1cc(NS(=O)(=O)c2ccc(NC(=O)Cc3cccs3)cc2)no1	-3	0	-10	1	-14	-12	-0.6	20
O=C1c2ccccc2C(=O)c2c([N+](=O)[O-])ccc(O)c21	-10	1	13	4	17	4	3.7	37
COc1ccc(Cc2nc3ccccc3c(=O)n2N)cc1OC	7	-3	-8	2	-8	-21	5.2	5
CCN(CC)c1ccc(CN(C(=O)c2ccco2)C2CCS(=O)(=O)C2)cc1 (centres undefined)	2	1	-10	-4	11	-11	-1.6	12
O=C(NCCN1CCOCC1)C(=O)c1c[nH]c2ccccc12	7	0	-3	-7	-7	-10	-1.1	3
COc1ccc(N2CCC(CNC(=S)Nc3c(C)cccc3C)C2)cc1 (centres undefined)	12	-2	3	5	27	8	1.6	10
Cc1ccc2oc(=O)n(CCC(=O)Nc3ccc(N4CCOCC4)cc3)c2c1	-7	0	-2	-1	-3	-11	1.0	2
O=C(NC1CCCCC1)N1CCC(c2nc(-c3ccc(S(=O)(=O)N4CCCC4)cc3)no2)CC1	6	-1	-8	0	-1	-9	-1.3	16
CCOC(=O)C1CC(=O)c2ccccc2C1c1ccccc1 (centres undefined)	-3	2	-5	·	1	·	0.3	0
O=C(NCc1ccc(F)cc1)C1CCCN(S(=O)(=O)c2cccnc2)C1 (centres undefined)	6	0	-5	-3	-5	-10	-6.6	13
Cc1ccc(C(C(=O)NCc2ccco2)N(C(=O)CNC(=O)c2cccs2)c2ccc(C)cc2C)cc1 (centres undefined)	3	-2	-9	4	20	-10	0.8	11
Cc1cc(Br)ccc1NC(=S)NCCc1ccccc1	-8	-5	6	-4	5	3	7.3	6
Cc1nc(SCC(=O)Nc2c(C)nn(C)c2C)c2cnn(-c3ccccc3)c2n1	-4	2	0	-1	-3	1	39	5
CCCCN1C(=S)NC[C@@H]1Cc1ccc(O)cc1	-4	0	-2	3	-3	-14	1.0	10
Cn1cc(/C=C/C(=O)N2CCCC(C(=O)c3cccc(C(F)(F)F)c3)C2)cn1 (centres undefined)	-7	4	-9	-3	-4	-18	1.6	4
N#Cc1ccccc1OCc1cn(CC(=O)c2ccc(O)cc2)nn1	·	2	27	·	8	·	-2.5	22
O=C(CSc1nc(-c2ccccc2)cs1)NCCN1C(=O)CSC1=O	-2	0	-3	-6	0	-11	-3.8	10
CCOc1ccc(CSC2=NCCN2)cc1Cl	-8	2	8	1	-1	-16	0.5	13
O=C(CSc1nc2ccccc2o1)N1c2ccccc2Sc2ccc(C(F)(F)F)cc21	9	12*	-4	-2	4	1	5.2	16
COc1cccc(N(CC(=O)N2CCCCCC2)S(C)(=O)=O)c1	-1	-1	0	4	9	9	0.1	16
O=C(NNC(=O)C1CCN(Cc2cccc(F)c2)CC1)c1cccs1	-1	-3	-10	0	8	-21	-4.0	5
Cc1nc(-c2ccc(Cl)cc2)sc1C(=O)NNC(=O)C(C)C	1	-2	-3	14	12	-13	0.4	-2
COc1ccc(N(C(=O)C2COc3ccccc3O2)C(C(=O)NC2CCCCC2)c2ccccc2)cc1OC (centres undefined)	-15	-1	-4	3	-1	-6	1.5	8
COc1ccc(NC(=O)CN(C)C(=O)c2ccc(NS(=O)(=O)c3ccc4[nH]c(=O)[nH]c4c3)cc2)cc1	1	1	-1	0	-29	-12	-0.6	0
CCO[C@@H]1OC(C(=O)NC2CC2)=C[C@H](c2ccc(C(F)(F)F)cc2)[C@H]1CCCO	-2	0	-1	6	-16	-5	-0.7	15
CCN(C(=O)CSc1nnc(-c2ccco2)n1C)c1c(N)n(Cc2ccccc2)c(=O)[nH]c1=O	-3	0	1	-7	-2	-2	-1.0	16
CC(=O)OC(C)(C)C1Cc2cc3ccc(=O)oc3cc2O1 (centres undefined)	-1	-1	4	7	-4	8	-0.3	-274
O=C(CSc1nnc2ccc(-c3ccc(F)cc3)nn12)N1CCOCC1	6	2	2	4	6	1	-2.4	-295
Oc1ccc(C[C@H]2CNC(=S)N2CC2CCCN2C[C@H](Cc2ccccc2)N2C[C@H](Cc3ccc(O)cc3)N(CC3CCCCCC3)C2=S)cc1 (some centres undefined)	·	33*	-1	·	2	·	0.5	6
CN(C(=O)c1cccnc1)c1nnc(-c2cnccn2)s1	0	2	-2	2	0	-2	-1.9	3
CC#CCN1c2ccccc2[C@]23C[C@@H](C(=O)OC)N(C(=O)NCCBr)C2=NC(C(=O)OC)=C(C(=O)OC)[C@H]13	-14	-3	6	-19	4	0	-1.4	-1
O=S(=O)(Nc1ccc(N2CCOCC2)cc1)c1ccc2ccccc2c1	-14	-2	-7	4	8	1	2.1	11
COc1ccccc1/C=N/NC(=O)C(=O)N1CCN(c2ccccc2OC)CC1	-7	3	-12	-5	38	9	1.5	7
COc1ccc(C(=O)NCC2CCCCC2)cc1S(=O)(=O)N1CCCC1	-1	-130	2	1	-4	-1	-0.7	9
CCCCOc1ccc(NC(=O)[C@@H]2CCCN2C(=O)C2CCN(S(=O)(=O)c3ccc(C)cc3)CC2)cc1	-5	0	1	2	2	1	-1.3	28
COc1ccc(C(=O)Oc2cccc(Nc3ncnc4ccccc34)c2)cc1OC	17	-8	-5	-7	5	-5	1.3	-104
FCCCOc1ccc(-c2nccc(-c3ccc(Br)cc3)n2)cc1	-3	-2	-5	2	8	-24	-1.4	-7
CCN1CCN(S(=O)(=O)c2ccc(Cl)c(C(=O)NC3CCCC3)c2)CC1	6	1	-3	2	7	-3	-0.1	6

# (more compounds)
structure	ATG4B inh	GRIN3A LBD mod	HKDC1 inhibitor	SENP7 block	PfGluPho inh	SENP6 inh	MPTP block	SENP8 block
Cc1ccc(NC(=O)COC(=O)CN2C(=O)C3CCCCC3C2=O)cc1S(=O)(=O)N1CCOCC1 (centres undefined)	21	0	-8	6	-15	-10	-0.2	30
CC[N+](CC)(CC(=O)Nc1c(C)cccc1C)Cc1ccccc1	0	-1	6	9	-21	-6	-0.3	6
COc1c(OC(C)=O)ccc(/C=C/c2ccc3cccc(OCc4ccccc4)c3n2)c1[N+](=O)[O-]	14	-3	-8	-5	-1	0	19	21
COCCCNC(=O)C12CCC(C)(C(=O)C1)C2(C)C (centres undefined)	5	2	-2	4	-4	-11	-2.2	29
CC(C)[C@H]1COCCS(=O)(=O)N1Cc1ccccc1-c1ccc(F)cc1	·	1	3	-4	30	·	-0.2	7
COc1ccc(C)cc1S(=O)(=O)N1c2ccc(C)cc2C2CN(C)CCC21 (centres undefined)	-9	1	-1	-4	-8	-4	0.6	22

# Screening data: PubChem, Sanford-Burnham Center for Chemical Genomics
